KCNK3 inh: human KCNK3 channel inhibition, primary screen; CHO-KCNK3 thallium flux, FluxOR fluorescence; active compounds read low; AID 602410; B-score at 10 µM; 340,000 compounds, 0.84% hits; O14649;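 active means B-score under library mean minus 4 SD, starting fluorescence ratio at most library mean plus 5 SD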;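 further: more negative B-score means stronger inhibition of thallium flux through KCNK3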
KCNK9 block: inhibitors of human KCNK9 two-pore domain potassium channel; HEK293 KCNK9, FluxOR thallium flux fluorescence; active compounds read low; B-score at 10 µM; 310,000 compounds, 1.2% hits;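 active means ratio B-score over 3 SD below the library mean, with starting fluorescence within 5 SD of its mean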;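 further: negative B-score means less thallium flux so channel inhibition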
Dyrk1A ADPGlo: inhibitors of rat Dyrk1A kinase. Q63470. ADP-Glo luminescence, NFATc1 peptide. inhibition, % at 12.5 µM. 310,000 compounds, 0.43% hits; in the data active means inhibition above about 50%;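 further: plate controls were vehicle with enzyme for no effect and no enzyme for full effect; many of its hits are not listed in these tables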
PolyA inh: yeast polyadenylation inhibition; S. cerevisiae SKY197-pL101 polyadenylation reporter, beta-gal luminescence; efflux-impaired pdr1/pdr3 knockout yeast; score 100 = 6 SD above DMSO; calls only at 12 µM; 300,000 compounds, 0.02% hits;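 active means lowest replicate activity score at least 50, where 100 means six control SD above control mean; inconclusive means lowest score under 50 but half or more replicates reach 50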;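 further: yeast exposed to compound for 9 h at 30 °C; higher score means more reporter readthrough which indicates perturbed polyadenylation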
hERG protect: hERG (human) protection from proarrhythmic block | Q12809 | CHO-hERG, FluxOR thallium flux, dofetilide IC70 present | activation (rescue from dofetilide block), less the hit threshold, % at 10 µM | 310,000 compounds, 0.51% hits | AID 1511;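 active means activation above the mean of controls blocked by dofetilide plus 5 SD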;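 further: thallium influx through hERG after potassium depolarization seen as dye fluorescence rise; in these data hits start at about 4.7%; inactives centre near -7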
KCNQ1 inh: blocks the human KCNQ1 potassium channel. P51787. CHO-K1 KCNQ1, FluxOR thallium flux fluorescence; active compounds read high. B-score at 10 µM. 310,000 compounds, 1.3% hits. AID 2642;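 active means compounds whose thallium flux B-score, printed positive for inhibition, exceeds three library SD while starting fluorescence stays within three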;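 further: channel opened by potassium depolarization with thallium stimulus after 20 min compound exposure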
Platelet DG rel: platelet dense granule release activity | AID 1663 | 300,000 compounds, 0.22% hits | human platelet-rich plasma, SFLLRN dense granule ATP release, luminescence | inhibition, %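 (compounds screened at 7.5 µM in platelet-rich plasma)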;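 active means mean replicate score, as percent of positive control, at or above 50; inconclusive means mean below 50 but at least one replicate at or above 50; inactive means mean and every replicate below 50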
TRPC4 potent: allosterically enhances the mouse TRPC4 cation channel; Q9QUQ5; HEK293 TRPC4beta/mu-opioid, DAMGO EC20, Fluo-4 Ca2+ flux; active compounds read high; B-score at 10 µM; 310,000 compounds, 0.42% hits; AID 2227;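 active means B-score of calcium response area above 5 SD of library B-scores, with initial fluorescence ratio within 5 SD of library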;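 further: B-score of integrated fluorescence ratio over time as area under calcium response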
Target sequence (Q9QUQ5 whole entry, looked up): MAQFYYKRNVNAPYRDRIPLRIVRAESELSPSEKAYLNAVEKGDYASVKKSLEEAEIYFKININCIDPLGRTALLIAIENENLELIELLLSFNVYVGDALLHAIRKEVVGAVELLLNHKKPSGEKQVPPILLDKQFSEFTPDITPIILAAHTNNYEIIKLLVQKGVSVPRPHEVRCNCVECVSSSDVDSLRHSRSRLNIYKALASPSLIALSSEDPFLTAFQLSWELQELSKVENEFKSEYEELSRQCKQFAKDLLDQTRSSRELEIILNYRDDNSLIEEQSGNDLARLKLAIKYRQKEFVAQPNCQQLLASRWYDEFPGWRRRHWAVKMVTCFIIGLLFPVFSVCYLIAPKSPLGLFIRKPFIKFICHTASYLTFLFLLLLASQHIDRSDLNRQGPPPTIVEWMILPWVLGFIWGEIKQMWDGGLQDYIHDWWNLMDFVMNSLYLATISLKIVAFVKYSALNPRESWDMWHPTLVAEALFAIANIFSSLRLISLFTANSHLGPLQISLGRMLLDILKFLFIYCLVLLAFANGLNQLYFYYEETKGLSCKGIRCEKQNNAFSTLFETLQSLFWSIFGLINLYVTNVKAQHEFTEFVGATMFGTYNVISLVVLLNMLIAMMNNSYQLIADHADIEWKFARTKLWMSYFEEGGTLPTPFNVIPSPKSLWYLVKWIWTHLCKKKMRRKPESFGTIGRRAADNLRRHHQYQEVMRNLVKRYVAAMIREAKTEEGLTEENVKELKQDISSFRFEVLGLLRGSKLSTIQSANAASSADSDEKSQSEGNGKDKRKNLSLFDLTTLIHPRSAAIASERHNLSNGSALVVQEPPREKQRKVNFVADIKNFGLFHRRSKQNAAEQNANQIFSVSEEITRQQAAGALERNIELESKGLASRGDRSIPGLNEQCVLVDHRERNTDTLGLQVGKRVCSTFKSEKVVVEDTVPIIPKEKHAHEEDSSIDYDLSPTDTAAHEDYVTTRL
TRPC4 agonist: opens the mouse TRPC4 cation channel; AID 2237; 310,000 compounds, 0.49% hits; HEK293 TRPC4beta/mu-opioid, Fluo4 calcium fluorescence; active compounds read high; B-score at 10 µM;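 active means B-score above 5 SD of library B-scores, and initial fluorescence ratio not above library mean plus 5 SD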;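 further: positive B-score marks a calcium rise read as TRPC4 activation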
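system = HEK293 cells stably co-expressing mouse TRPC4beta and mu-opioid receptor | schedule = Fluo4 dye loading 45 min at room temperature, 110 s recording | measure = B-scored integrated calcium fluorescence ratio | signal = Fluo4 calcium-sensitive dye fluorescence, kinetic, 1 Hz baseline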
KCNQ1 pot: potentiates or activates the human KCNQ1 potassium channel | P51787 | CHO-K1 KCNQ1, thallium flux FluxOR fluorescence; active compounds read high | B-score at 10 µM | 310,000 compounds, 0.35% hits | AID 2648;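 active means fluorescence ratio B-score, a plate-corrected score, at least three library SD, with initial intensity B-score within 5 SD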
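assay system = CHO-K1 cells stably expressing KCNQ1 | medium = assay buffer, equal DMSO in all wells | timing = 37 °C overnight plating, 90-min dark dye load, 20-min compound pretreatment | measured by = kinetic FluxOR thallium fluorescence, 10-s 1-Hz baseline, 110-s post-stimulus read | measure = fluorescence change relative to baseline, converted to B score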
TRPC4 block: inhibitors of mouse TRPC4 channel. HEK293 TRPC4beta/mu-opioid, DAMGO-evoked Fluo4 calcium flux; active compounds read low. B-score at 10 µM. 300,000 compounds, 0.39% hits. AID 2247;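 active means B-score over 3 SD under the library average, no early fluorescence shift, positive overall ratio signal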
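Material: HEK293 cells with stable TRPC4beta plus mu-opioid receptor expression; probe or stimulus: DAMGO in two steps, submaximal then maximal; technique: Fluo4 calcium fluorescence by kinetic imaging, 5 s 1 Hz baseline; measure: integrated fluorescence ratio relative to baseline, converted to per-well B score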
An asterisk follows results filed as active; i = inactive; ? = inconclusive; . = no result given. Some of the compounds tested; rates above refer to the full screens.

SMILES | KCNK3 inh | KCNK9 block | Dyrk1A ADPGlo | PolyA inh | hERG protect | KCNQ1 inh | Platelet DG rel | TRPC4 potent | TRPC4 agonist | KCNQ1 pot | TRPC4 block
O=C(O)c1ccc2c(c1)C(=O)N(c1ccc(Nc3ccccc3)cc1)C2=O | i | i | 17 | i | -1 | i | 7 | i | i | i | i
CC(C)Cc1nnc(NC(=O)CC(=O)Nc2ccccc2C(=O)O)s1 | i | i | -5 | i | -3 | i | 3 | i | i | i | i
CS(=O)(=O)N1CCCC(c2nc(-c3ccc(S(=O)(=O)NCc4ccccc4)cc3)no2)C1 (stereo not given) | i | i | 1 | i | -10 | i | 2 | i | i | i | i
Cc1ccc(Cn2c(Sc3ncccn3)nc3c2c(=O)[nH]c(=O)n3C)cc1 | i | i | 3 | i | -8 | i | 2 | i | i | i | i
O=C(/C=C/c1ccc([N+](=O)[O-])cc1)NCc1cccs1 | i | i | 3 | i | -14 | i | ? | i | i | i | i
Cc1cnc(=O)[nH]c1SCc1cccc([N+](=O)[O-])c1 | i | i | -1 | i | -7 | i | -11 | i | i | i | i
Cc1ccc(S(=O)(=O)Cn2nnnc2C(CC(C)C)N2CCN(C)CC2)cc1 (stereo not given) | i | i | -8 | i | -13 | i | 1 | i | i | i | i
CN(C(=O)c1cccc(Cl)c1)C1CCCN(Cc2ccccc2F)C1 (stereo not given) | i | i | 0 | i | -9 | i | -1 | i | i | i | i
CC(=O)NC(CC(=O)OC(C)C(=O)Nc1ccc(Cl)cn1)c1ccccc1 (stereo not given) | i | i | 9 | i | -15 | i | 3 | i | i | i | i
O=C1c2ccccc2C(O)N1Cc1ccccc1Cl (stereo not given) | i | i | -2 | i | -10 | i | -2 | i | i | i | i
CC1CC(NNC(=O)c2ccccc2)=Nc2ccccc2N1C (stereo not given) | i | i | 0 | i | 1 | i | -5 | i | i | i | i
CC(Oc1ccc(C(=O)NC2CCCCC2)cc1)C(=O)O (stereo not given) | i | i | -2 | i | -14 | i | -8 | i | i | i | i
Cc1ccc(CN2CCN(CC(=O)NC(C)CCc3ccccc3)C2=O)cc1 (stereo not given) | i | i | -4 | i | -9 | i | 4 | i | i | i | i
Cc1ccc(S(=O)(=O)Nc2c(C)nc3nc[nH]n3c2=O)c(C)c1 | i | i | 0 | i | -6 | i | -2 | i | i | i | i
COC(=O)c1ccc(CSc2cc(C)c3cccc(C)c3n2)o1 | i | i | . | i | -8 | i | 7 | i | i | i | i
Cc1nn(CC(=O)N2CCC(C(N)=O)CC2)c(=O)c2nn(-c3ccccc3)c(C)c12 | i | i | 2 | i | 0 | i | 6 | i | i | i | i
O=C(CSCc1n[nH]c(=O)[nH]1)NCCOc1cccc(Oc2ccccc2)c1 | i | i | -6 | i | -12 | i | -11 | i | i | i | i
COc1ccc(N2CCN(C(=O)[C@H](Cc3c[nH]c4ccccc34)NC(C)=O)CC2)cc1 | i | i | 1 | i | -8 | i | -1 | i | i | i | i
Cc1cc(-c2csc(N)n2)c(C)n1C | i | i | 1 | i | -6 | i | -1 | i | i | i | i
C=CCN1C(=O)C(CC(=O)Nc2ccc(OC)cc2)N(Cc2ccco2)C1=S (stereo not given) | i | i | 4 | i | -16 | i | 4 | i | i | i | i
COc1ccc(CNC(=O)CCCC(=O)n2nc(C)c3ccccc32)cc1 | i | i | -4 | i | -2 | i | -2 | i | i | i | i
Nc1nc(CN2CCN(c3ccccc3F)CC2)nc(N2CCCc3ccccc32)n1 | i | i | -8 | . | -14 | i | 13 | i | i | i | i
CC(=O)Nc1ccc(S(=O)(=O)N2CCC(C(=O)NCCc3ccc(Cl)cc3)CC2)cc1 | i | i | 0 | i | -4 | i | 6 | i | i | i | i
Cc1cc(C(=O)NC(C)Cc2ccccc2)cc(C)c1[N+](=O)[O-] (stereo not given) | i | i | 0 | i | -6 | i | -6 | i | i | i | i
O=C(O)c1cccc(NC(=O)c2cc(S(=O)(=O)N3CCOCC3)cs2)c1 | i | i | 2 | i | -3 | i | -5 | i | i | i | i
CCCCn1c(N)c(N(CCOC)C(=O)C2CC(=O)N(Cc3ccc(C)cc3)C2)c(=O)[nH]c1=O (stereo not given) | i | i | 4 | i | -4 | i | -1 | i | i | i | i
COc1cccc(NC(=S)N2c3ccccc3CC2C)c1 (stereo not given) | i | i | -11 | i | -10 | i | -1 | i | i | i | i
CCN(CC)c1ccc(/C=C(/C#N)C(=O)NC(C)C)o1 | i | i | -1 | i | -20 | i | 0 | i | i | i | i
COc1ccccc1N1CCN(CCC(=O)Nc2ccc(F)cc2)CC1 | i | i | . | i | -10 | i | 4 | i | i | i | i
CC(NC(c1ccccc1)c1ccccc1)C(=O)N1CCCc2ccccc21 (stereo not given) | i | i | -6 | i | -4 | i | 5 | i | i | i | i
Cc1cc(C)n2nc(SC(C)C(=O)Nc3ccc(Cl)cn3)nc2n1 (stereo not given) | i | i | -1 | i | -16 | i | 32 | i | i | i | i
Cc1cccc2cc(CN(Cc3cccs3)S(=O)(=O)c3ccc4c(c3)OCCO4)c(=O)[nH]c12 | i | i | 2 | i | -9 | i | 19 | i | i | i | i
CC(=O)Nc1ccc(C(=O)N2CCCC2)cc1 | i | i | -6 | i | -6 | i | -2 | i | i | i | i
COc1cccc2cc(C(=O)NCCc3ccccc3)c(=O)oc12 | i | i | 0 | i | 0 | i | 1 | i | i | i | i
Cc1ccccc1NC(=O)CN1C(=O)NC2(CCCCC2)C1=O | i | i | 5 | i | -6 | i | -19 | i | i | i | i
COC(=O)c1c(C)oc2ccc(NS(=O)(=O)c3cc(OC)ccc3OC)cc12 | i | i | 0 | i | -6 | i | -10 | i | i | i | i
COc1ccc(N=C2C(=O)N3c4c(cccc42)C(C)=CC3(C)C)cc1 | i | i | 1 | i | -3 | i | 31 | i | i | i | i
C=C(C)CNC(=S)NNC(=O)CCn1c2ccc(Cl)cc2c2cc(Cl)ccc21 | i | i | -3 | i | -12 | i | 4 | i | i | i | i
Cc1ccc(-c2nc(CS(=O)(=O)CC(=O)N3CCCCCC3)c(C)o2)cc1 | i | i | 12 | . | -11 | i | -2 | i | i | i | i
COc1cccc(Nc2ccc(-n3ccnc3)nn2)c1 | i | i | -4 | i | -10 | i | -3 | i | i | i | i
C[n+]1ccc(/C=C/c2ccc(Br)cc2)cc1 | i | i | 1 | i | -7 | i | -3 | i | i | i | i
CCOc1ccc(N2CC(C(=O)Nc3nnc(CC)s3)CC2=O)cc1 (stereo not given) | i | i | -7 | i | -6 | i | -19 | i | i | i | i
Cc1ccc(CCNC(=O)C2CC(c3cc(C(F)(F)F)cc(C(F)(F)F)c3)=NO2)cc1 (stereo not given) | i | i | 2 | i | -10 | i | -2 | i | i | i | i
COc1ccc2cc(C(=O)C3CCCN(Cc4cnc(N5CCOCC5)s4)C3)ccc2c1 (stereo not given) | i | i | -4 | i | -22 | i | 1 | i | i | i | i
O=S(=O)(NCc1ccco1)c1cccc2cccnc12 | i | i | 1 | i | -9 | i | 5 | i | i | i | i
Cc1ccc(C(=O)Nc2nnc(-c3ccco3)o2)cc1C | i | i | -14 | i | -6 | i | -1 | i | i | i | i
O=C(CSc1nc2ccccc2c(=O)n1-c1ccccc1)NCC1CCCO1 (stereo not given) | i | i | -3 | i | -4 | i | 9 | i | i | i | i
Cc1cccc(NC(=O)c2ccc3nccnc3c2)c1C | i | i | 4 | i | -3 | i | -2 | i | i | i | i
COC(=O)c1cnc(SCc2ccc(Cl)cc2)n1C | i | i | 3 | i | -10 | i | 2 | i | i | i | i
CCOC(=O)c1sc(NC(=S)NC(=O)c2cccc(OC)c2)nc1C | i | i | . | i | 4 | i | -1 | i | i | i | i

More compounds follow:
SMILES | KCNK3 inh | KCNK9 block | Dyrk1A ADPGlo | PolyA inh | hERG protect | KCNQ1 inh | Platelet DG rel | TRPC4 potent | TRPC4 agonist | KCNQ1 pot | TRPC4 block
CCC(C)c1ccc(NC(=O)NCc2cccnc2)cc1 (stereo not given) | i | i | 6 | i | -9 | i | -48 | i | i | i | i
CCn1cc(C(=O)OCC(=O)Nc2c(C)n(C)n(-c3ccccc3)c2=O)c(=O)c2ccc(C)nc21 | i | i | 4 | i | -3 | i | 5 | i | i | i | i
Cc1cc(Cl)c2oc(C(=O)N3CCN(C(=O)c4ccco4)CC3)c(C)c2c1 | i | i | 3 | i | -9 | i | 20 | i | i | i | i
CC(OC(=O)/C=C/c1ccc2ccccc2n1)C(=O)Nc1ccc(S(N)(=O)=O)cc1 (stereo not given) | i | i | -12 | i | -6 | i | -6 | i | i | i | i
CCC1CCCCN1CCCNC(=O)CCCNC(=O)Cn1cnc2sc3c(c2c1=O)CCCC3 (stereo not given) | i | i | . | i | -7 | i | -10 | i | i | i | i
Cc1c(C)n(Cc2ccccc2)c2ccc(C(=O)NCCCN3CCOCC3)cc12 | i | i | 5 | i | -7 | i | 4 | i | i | i | i
Cc1[nH]n(-c2ccccc2)c(=O)c1C=NCC1CCCO1 (stereo not given) | i | i | 3 | i | -13 | i | -1 | i | i | i | i
CCCc1cc(=O)[nH]c(SCC(=O)C(C)(C)C)n1 | i | i | -3 | i | -13 | i | -3 | i | i | i | i
O=C(CN1CCN(S(=O)(=O)c2ccc(F)cc2)CC1)Nc1ccc(Cl)cn1 | i | i | 6 | i | -7 | i | 6 | i | i | i | i
O=[N+]([O-])c1cc([N+](=O)[O-])c(Oc2cc(F)ccc2F)cc1NN1CCCCC1 | i | i | -8 | i | -4 | i | -5 | i | i | i | i
CCC(C(=O)NN1C(=O)c2ccccc2C1=O)c1ccccc1 (stereo not given) | i | i | 2 | i | -7 | i | 5 | i | i | i | i

2 compounds from above with just Dyrk1A ADPGlo, TRPC4 agonist and KCNQ1 inh:
Molecule	Dyrk1A ADPGlo	TRPC4 agonist	KCNQ1 inh
CC(OC(=O)/C=C/c1ccc2ccccc2n1)C(=O)Nc1ccc(S(N)(=O)=O)cc1 (stereo not given)	-12	i	i
CCC1CCCCN1CCCNC(=O)CCCNC(=O)Cn1cnc2sc3c(c2c1=O)CCCC3 (stereo not given)	.	i	i

Source: PubChem BioAssay (several laboratories)
